# Bioassay records from PubChem.
# BAP1 inh = inhibitors of human BAP1 deubiquitinase. Q92560. AID 436. activity remaining (% of control), % at 20 µM. recombinant BAP1, Ub-AMC hydrolysis fluorescence kinetic; active compounds read low. 0.48% of 72,000 active;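 active means activity remaining at or below 50% of control, provided the compound also passes the data quality filters; inactive means the rest, including low values that fail the filters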;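 further: 100% = DMSO wells rate and 0% = substrate alone blank rate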
# Target sequence (Q92560 whole entry, looked up): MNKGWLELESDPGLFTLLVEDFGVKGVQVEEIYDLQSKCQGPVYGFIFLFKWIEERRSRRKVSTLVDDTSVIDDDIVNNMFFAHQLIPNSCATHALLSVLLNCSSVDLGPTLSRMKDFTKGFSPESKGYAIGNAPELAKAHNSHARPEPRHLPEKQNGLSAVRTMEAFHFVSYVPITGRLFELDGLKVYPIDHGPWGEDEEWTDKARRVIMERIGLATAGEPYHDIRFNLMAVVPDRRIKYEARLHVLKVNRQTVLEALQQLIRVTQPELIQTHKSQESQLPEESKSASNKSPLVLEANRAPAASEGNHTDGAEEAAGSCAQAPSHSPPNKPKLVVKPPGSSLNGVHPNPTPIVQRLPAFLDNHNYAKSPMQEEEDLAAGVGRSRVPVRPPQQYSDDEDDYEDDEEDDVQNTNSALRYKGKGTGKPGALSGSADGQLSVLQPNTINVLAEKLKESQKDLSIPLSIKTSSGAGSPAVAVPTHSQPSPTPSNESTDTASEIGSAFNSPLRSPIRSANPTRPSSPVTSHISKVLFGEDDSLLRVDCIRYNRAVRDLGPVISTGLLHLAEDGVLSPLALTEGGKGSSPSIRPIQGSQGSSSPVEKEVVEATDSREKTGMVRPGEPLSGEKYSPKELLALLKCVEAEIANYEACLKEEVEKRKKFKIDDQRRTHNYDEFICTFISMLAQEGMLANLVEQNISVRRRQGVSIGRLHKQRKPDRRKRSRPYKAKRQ
# HePTP inhibitor = human HePTP phosphatase inhibition | inhibition, % at 20 µM | 0.64% of 110,000 active | AID 521 | recombinant HePTP phosphatase activity, OD absorbance; in the data active means inhibition above about 50%;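 further: plate controls were vehicle for no effect and reference inhibitor for full effect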
# Target sequence (P35236 whole entry, looked up): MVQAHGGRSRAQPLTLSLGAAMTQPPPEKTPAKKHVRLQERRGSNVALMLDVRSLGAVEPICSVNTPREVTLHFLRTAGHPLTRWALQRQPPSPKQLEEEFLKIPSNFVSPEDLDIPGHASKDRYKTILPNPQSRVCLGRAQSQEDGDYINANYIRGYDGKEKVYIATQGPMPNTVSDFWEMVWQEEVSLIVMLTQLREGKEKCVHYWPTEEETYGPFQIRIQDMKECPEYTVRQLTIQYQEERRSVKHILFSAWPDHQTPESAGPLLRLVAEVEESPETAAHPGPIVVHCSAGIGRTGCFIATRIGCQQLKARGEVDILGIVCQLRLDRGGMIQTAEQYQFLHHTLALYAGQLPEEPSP
# * marks the source's active call; other numbers are inactive results; x = not tested or not shown; & = joins results of further samples.
SMILES,BAP1 inh,HePTP inhibitor
Cc1ccc(OCC(=O)Nc2ccc(Nc3ccccc3)cc2)c(Br)c1,x,1.8
Cc1cc(C)c2cccc(NC(=O)C3CC3)c2n1,x,-2.5
O=C(Nc1ccc2ccccc2c1)c1ccc(-c2cccc(Cl)c2)o1,x,0.3
CCn1cc(C(=O)NCc2ccco2)c(=O)c2cc(S(=O)(=O)N3CCCCCC3)ccc21,86.2,-9.8
CC1=C(C#N)c2nc(N)c(C#N)c(C)c2/C1=C\c1ccc(-c2ccc([N+](=O)[O-])cc2Cl)o1,x,-13.7
CCOC(=O)N1N=C(C)CC1(O)c1ccc(Br)cc1 (centres undefined),x,8.3
CCC1C(=O)N=C(SCC(=O)Nc2nc(-c3ccccc3)cs2)NC1=O (centres undefined),x,5.3
CC(C)(C)NCC1(CO)SC(N)=NC1=O (centres undefined),95.0,4.8
CCOC(=O)C1=C(C)NC(=O)NC1c1cn(-c2ccccc2)nc1-c1cccs1 (centres undefined),80.4,3.0
O=C(C[n+]1ccc2ccccc2c1)c1ccccc1,85.7,x
CC1(C)CC(=O)c2cc(OCC(=O)NCC3CCCO3)ccc2O1 (centres undefined),x,2.5
CC(C)(C)c1csc(NC(=O)C(c2ccccc2)c2ccccc2)n1,x,5.8
O=C(OCC(=O)N1CCN(C(=O)c2ccco2)CC1)c1cc(=O)c2ccccc2o1,86.3,-1.2
CN(C)C(CNS(=O)(=O)c1ccc(Br)cc1)c1cccnc1 (centres undefined),108.7,4.8
C=CCc1cc(/C=C2\C(=O)NC(=O)N(c3ccc(Br)c(C)c3)C2=O)cc(OC)c1O,x,6.3
COC(=O)C1=C(C)N(c2ccccc2)/C(=C\c2ccc(OCC(=O)Nc3ccccc3OC)cc2)C1=O,x,-5.0
O=C(CCCC(=O)n1cnc2ccccc21)n1cnc2ccccc21,94.1,11.6
O=C(CN1C(=O)c2ccccc2S1(=O)=O)NC(Nc1ccc(I)cc1)C(Cl)(Cl)Cl (centres undefined),x,7.6
COc1ccc(OC)c(-n2nnnc2SCC(=O)NCc2ccc3c(c2)OCO3)c1,110.3,14.4
COc1ccc(C(O)Cn2c(=N)n(CCCN(C)C)c3ccccc32)cc1 (centres undefined),108.6,12.7

# Next part, overlapping the part above by three compounds.
SMILES,BAP1 inh,HePTP inhibitor
O=C(CN1C(=O)c2ccccc2S1(=O)=O)NC(Nc1ccc(I)cc1)C(Cl)(Cl)Cl (centres undefined),x,7.6
COc1ccc(OC)c(-n2nnnc2SCC(=O)NCc2ccc3c(c2)OCO3)c1,110.3,14.4
COc1ccc(C(O)Cn2c(=N)n(CCCN(C)C)c3ccccc32)cc1 (centres undefined),108.6,12.7
COc1cccc(CN2CCN(C(=O)c3cccc4ccccc34)CC2)c1,x,9.0
CCN1C(=O)/C(=C\c2ccccc2OCc2cccc3ccccc23)SC1=S,x,8.8
COC(=O)c1ccc(CSc2nc(C)nc3c2c(=O)n(C)c(=O)n3C)o1,94.2,-2.1
COc1cc(NC(=O)Cc2nn(C)c(=O)c3ccccc23)cc(OC)c1,118.3,-1.1
CCOc1ccccc1NC(=O)c1c(NC(=O)C(F)(F)F)sc2c1CCCCC2,x,0.1
O=C1C2ON(c3ccccc3)C(c3ccccc3)C2C(=O)N1Cc1ccccc1 (centres undefined),x,8.0
O=C(Cn1cc2c(n1)CCCCC2)N1CCCCC1,96.8,15.5
c1cncc(-c2nnc3sc(-c4ccco4)nn23)c1,71.5,8.9
COc1ccc(-c2[nH]c(-c3ccc(F)cc3)nc2SCC(=O)NCc2ccco2)cc1OC,68.7,1.0
COc1cc(C(=O)Nc2cc(-c3nc4ncccc4o3)ccc2C)cc(OC)c1OC,x,3.8
COc1ccccc1NCC(O)Cn1c2ccc(Cl)cc2c2cc(Cl)ccc21 (centres undefined),53.8,-3.1
COc1cccc(CNC(=O)C2CCN(C(=O)N(C)C)CC2)c1,102.2,7.4
COc1ccc(CC(C)(C)NC(=O)c2ccccc2)cc1,x,-9.5
CCC(Oc1ccc2ccccc2c1)C(=O)O (centres undefined),99.0,-8.4
N=c1ncn(CC(O)CN2CCOCC2)c2nc(N3CCOCC3)[nH]c12 (centres undefined),75.0,-13.6
c1cnc(N2CCSCC2)nc1,89.8,7.7
CN(C1CCCCC1)S(=O)(=O)c1ccccc1,134.8,5.0
O=C1CC2c3ccccc3C1C1C(=O)N(CCO)C(=O)C21 (centres undefined),x,-1.2
c1ccc(Cc2nn[nH]n2)cc1,105.3,8.3
COc1ccc(CNC(=O)c2ccc3nccnc3c2)cc1,103.9,0.7
O=C1Nc2c(Br)cc(Br)c3cccc1c23,x,2.8
O=C1CC(N2CCN(c3ncccn3)CC2)C(=O)N1c1ccc(Br)cc1 (centres undefined),x,-2.7
c1cnc(-c2nnc3n2CCCCC3)cn1,143.7,8.5
O=C(COc1ccc(C2CCCCC2)cc1)Nc1ccccc1C(=O)O,x,-15.4
O=C(Nc1cc([N+](=O)[O-])ccc1Cl)c1cc(-c2cccs2)nc2ccccc12,x,-2.2
CCc1ccc(N2C(=O)NC(=O)/C(=C\c3cc(Cl)c(OCC(=O)O)c(Cl)c3)C2=O)cc1,x,6.5
COc1ccc(-c2nnc(SCC#CCO)o2)cc1OC,91.7,7.3
OC(Cc1ccc2ccccc2n1)C(Cl)(Cl)Cl (centres undefined),x,-7.3
CCOC(=O)CSc1nnc(CNC(=O)c2ccc(OC)cc2OC)n1C,104.3,4.6
COc1ccc(C)cc1S(=O)(=O)N(CC(=O)N1CCOCC1)Cc1ccccc1,94.7,6.0
O=C(NCc1ccccn1)c1c(O)c2cccc3c2n(c1=O)CC3,96.4,7.4
CCOc1ccc(NC(=O)CSc2nc3ccc(OCC)cc3s2)cc1,x,-9.2
COc1cccc2c(=O)c(C(=O)NCc3cccs3)c[nH]c12,102.5,2.5
O=C(Nc1nc2ccccc2s1)c1cc([N+](=O)[O-])ccc1Cl,51.7,x
O=C(CSc1nnc(-c2ccc(O)cc2)n1Cc1ccco1)N1CCc2ccccc2C1,85.1,5.1
O=C(NCCCN1CCN(Cc2ccccc2)CC1)C1CCN(S(=O)(=O)N2CCCC2)CC1,100.9,6.9
CC1=C(C(=O)OCCCc2ccccc2)C(c2c(F)cccc2Cl)CC(=O)N1 (centres undefined),x,4.4
COc1ccc2nc(NC(=O)c3cc4c(s3)CCCC4)sc2c1,x,-9.9
CS(=O)(=O)N(CC(=O)Nc1ccccc1C(F)(F)F)c1cccc(Cl)c1,x,5.0
COc1cc(C=NCC2(c3ccccc3)CCCC2)ccc1OC(C)=O,x,-1.9
COc1ccc(OC)c(C(c2nnnn2CC2CCCO2)N2CCN(C3CCCC3)CC2)c1 (centres undefined),81.9,-10.6
O=S(=O)(c1ccc2ccccc2c1)N1CCN(c2ccccc2)CC1,x,0.2
Cc1ccc(S(=O)(=O)NC(=O)Nc2c(C)cccc2C)cc1,x,10.7
COc1cccc(-c2nc3cc(NC(=O)c4cc5ccccc5o4)ccc3o2)c1,x,7.9
COC(=O)C1=C2SC(C)C(=O)N2C(N)=C(C#N)C1c1cc(OC)c(OC)c(OC)c1 (centres undefined),98.5,-9.1
Cc1ccc(/C(O)=C2\C(=O)C(=O)N(CCCC(=O)O)C2c2ccccc2[N+](=O)[O-])cc1 (centres undefined),x,6.9
Cc1ccc(-c2nc3ncccc3o2)cc1NC(=O)COc1cc(C)c(Cl)c(C)c1,85.2,19.5
O=S(=O)(c1ccc(Cl)s1)N1CCN(C/C=C/c2ccccc2)CC1,55.8,-6.9
O=C(O)c1cccc(C(=O)O)c1N(c1ccccc1)c1ccccc1,x,7.8
CC1(C)CC(=O)C2=C(C1)Nc1ccccc1N(C(=O)Cc1ccccc1)C2c1cccc(Cl)c1 (centres undefined),x,0.6
O=S(=O)(c1cccc(-c2nnc(-c3cccnc3)o2)c1)N1CCCCC1,100.0,-6.8
COC1CCCCC1NS(=O)(=O)c1ccc(Cl)cc1 (centres undefined),95.3,6.2
CCOc1ccccc1NC(=O)c1ccc(S(=O)(=O)N2CCOCC2)cc1,108.3,12.0
CCc1nnc(NC(=O)CSc2nnc(-c3ccoc3C)n2-c2cccc(C)c2)s1,97.9,8.6
COC(=O)c1cc2c(cc1NC(=O)CSCCc1ccccn1)OCO2,94.6,4.0
Nc1nc2ccc(C(=O)Nc3ccccc3)cc2s1,93.0,8.4
CCOC(=O)C1CCN(c2ncnc3c2cnn3-c2ccccc2)CC1,89.0,7.3
CCCC(c1nnnn1C1CCCC1)N1CCN(C(=O)c2ccco2)CC1 (centres undefined),90.4,8.9
CC1=C(C(=O)OCCC(C)C)C(c2ccc(Cl)cc2)NC(=O)N1 (centres undefined),x,-10.6
CCCc1cc(=O)n2[nH]c(-c3cccc(C)c3)cc2n1,x,5.1

# 5 entries already listed, arranged by the value under BAP1 inh, largest number first.
SMILES,BAP1 inh,HePTP inhibitor
CCc1nnc(NC(=O)CSc2nnc(-c3ccoc3C)n2-c2cccc(C)c2)s1,97.9,8.6
COC1CCCCC1NS(=O)(=O)c1ccc(Cl)cc1 (centres undefined),95.3,6.2
Nc1nc2ccc(C(=O)Nc3ccccc3)cc2s1,93.0,8.4
Cc1ccc(-c2nc3ncccc3o2)cc1NC(=O)COc1cc(C)c(Cl)c(C)c1,85.2,19.5
O=S(=O)(c1ccc(Cl)s1)N1CCN(C/C=C/c2ccccc2)CC1,55.8,-6.9

# (listing goes on)
SMILES,BAP1 inh,HePTP inhibitor
COc1ccc(C(=O)Nc2ccccc2C(=O)NCc2ccco2)cc1,x,4.8
COc1ccccc1NC(=O)CC(C)Cc1cc(C)cc(C)c1 (centres undefined),85.8,x
O=C(c1ccncc1)N1CCN(C(=O)c2ccco2)CC1,120.3,-1.0
CC(C)(C)OC(=O)N1CCN(c2ccc(NC(=O)c3cc4ccccc4oc3=O)cc2)CC1,96.2,15.2
Cc1ccc(-n2c(N)c(C(N)=O)sc2=S)c(C)c1,76.6,5.2
O=C(COc1ccccc1)Nc1ccc(Cl)c(-c2nc3ncccc3o2)c1,x,7.2&-1.7
O=C(CCCn1ncn2c(cc3occc32)c1=O)N1CCc2ccccc2C1,96.9,8.7
CCOC(=O)c1ccc(NC(=O)CC2Sc3ncnn3C2=O)cc1 (centres undefined),95.3,14.8
O=C(Cc1nc2ccccc2[nH]1)NCc1ccco1,117.3,1.7
COC(=O)C1CCN(C(=O)COc2cc3sc(C)nc3c3sccc23)CC1,88.3,5.5
COc1ccccc1NC1=C(Cl)C(=O)N(c2ccc(C)cc2)C1=O,x,1.7
O=C(Nc1cccc(O)c1)c1ccc(Br)c(S(=O)(=O)N2CCCCC2)c1,95.1&65.3,6.7
Cn1c(=O)[nH]c(=O)c2c1nc(SCC(=O)c1ccc(Cl)cc1)n2CCc1ccccc1,124.0,x
CC(=O)c1c(O)cc(C)n(Cc2ccccc2)c1=O,140.6,x
COc1ccc(/C=C(\NC(=O)c2ccccc2)C(=O)NCc2ccncc2)cc1,x,-0.6
COc1ccc(CCNC(=O)c2nnn(-c3ccccc3OC)c2N)cc1OC,90.0,-7.9
Cc1cc(C)c2nc(C(F)(F)F)nc(N3CCN(C(=O)c4ccco4)CC3)c2c1,57.6,-0.8
O=C(NCCc1ccc(Cl)cc1)C1CCN(c2cnccn2)CC1,91.9,2.5
O=C1c2ccccc2C(=O)N1CSc1nnc(SCN2C(=O)c3ccccc3C2=O)s1,x,1.0
CC1CCc2c(sc(NC(=O)c3ccccc3[N+](=O)[O-])c2C(=O)OC(C)C)C1 (centres undefined),x,6.0

# Single records (already shown). Order of screens: BAP1 inh, HePTP inhibitor
# CC(=O)c1c(O)cc(C)n(Cc2ccccc2)c1=O in the list: 140.6, x
# O=C(O)c1cccc(C(=O)O)c1N(c1ccccc1)c1ccccc1 in the list: x, 7.8
# Cc1cc(C)c2nc(C(F)(F)F)nc(N3CCN(C(=O)c4ccco4)CC3)c2c1 in the list: 57.6, -0.8

# Next compounds:
SMILES,BAP1 inh,HePTP inhibitor
Cc1ccccc1OC(=O)COc1ccc(Cl)cc1Cl,x,-0.6
CCCCCCCCCCCCSC1=C(C#N)C2(CCN(C)CC2)C(C#N)C(=O)N1 (centres undefined),x,6.2
Oc1ccc2oc3c(c2c1/C=N/n1cnnc1)CCCC3,83.6,-0.8
CCOC(=O)C1=C(C)N=c2s/c(=C\c3ccc(N(C)C)o3)c(=O)n2C1c1cccs1 (centres undefined),x,-10.1
CCOC(=O)CNC(=O)c1cn(CC(C)C)c(=O)c2cc(OC)c(OC)cc12,x,-7.1
c1cncc(-c2nc3ccccc3o2)c1,86.8,0.1
c1ccc2c(c1)c1c3n2CCNC3CCC1 (centres undefined),109.9,12.4
C(=N\c1nccs1)/c1cccnc1,x,3.0
COc1ccc(C2CC(=O)C(C=NCCO)=C(O)C2)cc1OC (centres undefined),x,-4.9
CC1=NN(c2ccc(S(N)(=O)=O)cc2)C(=O)/C1=C\c1ccc(C)s1,x,3.2
CC(=O)c1ccc(NC(=O)c2ccccc2Cl)cc1,98.2,x
O=C(NCCOc1nc(N2CCCCC2)nc(N2CCOCC2)n1)Nc1ccccc1,91.8,11.1
COc1cc(-c2nn3c(-c4ccccn4)nnc3s2)cc(OC)c1OC,115.4,2.6
Cc1cc(C)nc(SCC(=O)Nc2ncc3c(n2)CC(C)(C)CC3=O)n1,98.3,5.3
Cn1c(=O)oc2cc(S(=O)(=O)NCc3ccncc3)ccc21,100.9,7.0
COc1cc(C(=O)Nc2ccc([N+](=O)[O-])cn2)cc(OC)c1OC,x,6.3
CCOc1ccc(C(=O)NCC2OCCc3ccccc32)cc1 (centres undefined),x,8.5
CC(C)(C)c1ccc(C2/C(=C(\O)c3ccc(F)cc3)C(=O)C(=O)N2c2nncs2)cc1 (centres undefined),x,4.8
Cc1cccc(-n2c(O)c(C=Nc3ccccc3C)c(=O)[nH]c2=O)c1,x,3.4
CCCCOCC(O)Cn1cnc2ccccc21 (centres undefined),183.3,x
CCCn1nnc(NC(=O)COc2cc(C)ccc2C(C)C)n1,123.5,18.4
COc1ccc(C2CC(c3c(C)nc4ccc(Br)cc4c3-c3ccccc3)=NN2C(C)=O)cc1 (centres undefined),94.2,x
O=C(Nc1ccc(Br)cc1)c1ccccc1C(F)(F)F,x,6.2
CC(Sc1nc2ccccc2n1C)C(=O)NC(c1ccccc1)c1ccccc1 (centres undefined),x,5.2
CCc1ccccc1NC(=O)CN(C)C(=O)CN1C(=O)NC2(CCCCCC2)C1=O,119.5,9.3
